Screening data deposited in PubChem BioAssay by several laboratories.
PAD4 inh: inhibitors of human PAD4; inhibition, % at 6.36 µM; recombinant PAD4, RCA probe fluorescence polarization; actives 0.41% (n = 330,000); Q9UM07;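 active = percent inhibition above a cutoff equal to the mean of all tested compounds plus 3 SD, cut at about 15% in these data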;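 note: 0% = PAD4 with RCA probe and DMSO and 100% = probe without PAD4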
GSTO1 inh: blocks human GSTO1 in RBBP9 counter-screen | P78417 | inhibition, % at 5.96 µM | recombinant GSTO1, activity-based probe fluorescence polarization | AID 1974 | actives 1.1% (n = 300,000);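 active = inhibition above the campaign mean inhibition plus 3 SD, cut at about 35% in these data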;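 note: 0% = GSTO1-1 with DMSO and 100% = wells lacking GSTO1-1 enzyme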
TPT1 inhibitor: inhibitors of Candida albicans tRNA 2'-phosphotransferase TPT1; inhibition, % at 5 µM; AID 1962; recombinant caTPT1, FP RNA substrate dephosphorylation; actives 0.81% (n = 300,000);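 active = inhibition above the mean of all tested compounds plus 3 SD, set per screening campaign, cut at about 24% in these data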;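 note: plate controls were DMSO alone for no effect and ferristatin control at 100 nM for full effect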
GLD-1 RNA inh: GLD-1-TGE RNA interaction inhibition (C. elegans); Q17339; purified GLD-1 + fluorescein TGE RNA, fluorescence polarization; inhibition, % at 5.96 µM; actives 0.44% (n = 320,000);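 active = percent inhibition above a per-plate cutoff, the plate mean of test compounds plus 3 SD, cut at about 30% in these data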;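 note: 0% = DMSO wells with GLD-1 and probe and 100% = wells lacking GLD-1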
Target sequence (Q17339 whole entry, looked up): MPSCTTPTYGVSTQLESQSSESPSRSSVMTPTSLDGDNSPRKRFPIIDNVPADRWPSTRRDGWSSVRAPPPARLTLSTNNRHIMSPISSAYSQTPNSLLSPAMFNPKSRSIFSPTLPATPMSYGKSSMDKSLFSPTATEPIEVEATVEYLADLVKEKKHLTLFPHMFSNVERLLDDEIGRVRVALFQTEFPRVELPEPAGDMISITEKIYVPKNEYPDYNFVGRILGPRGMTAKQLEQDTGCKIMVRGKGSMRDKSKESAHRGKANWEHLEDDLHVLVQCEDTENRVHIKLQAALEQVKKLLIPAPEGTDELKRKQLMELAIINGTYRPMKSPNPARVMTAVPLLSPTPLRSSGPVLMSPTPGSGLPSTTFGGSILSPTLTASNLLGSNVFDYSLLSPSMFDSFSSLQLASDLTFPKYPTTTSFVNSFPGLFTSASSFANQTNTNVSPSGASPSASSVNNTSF
BCLXL inh: inhibitors of human Bcl-xL; actives 0.7% (n = 320,000); AID 2129; inhibition, % at 10.9 µM; GST-Bcl-xL / FITC-Bim BH3 peptide fluorescence polarization;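 active = inhibition above the mean of all tested compounds plus 3 SD, cutoff set per campaign, cut at about 30% in these data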;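 note: 0% = DMSO wells and 100% = unlabeled Bim-BH3 peptide competitor; inhibitors lower millipolarization by displacing the labeled peptide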
MEX-5 binding: C. elegans MEX-5 TCR-2 RNA binding activity; actives 0.38% (n = 300,000); Q9XUB2; activity score (negative = inhibition of binding), % at 10 µM; MEX-5/FITC-TCR2 RNA binding, fluorescence polarization; active compounds read low;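 active = inhibition past about -25% in most replicates, and total fluorescence under double the plate's negative control median, limit read from the data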;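 note: 0% = DMSO and -100% = 5 µM competing unlabeled TCR2 RNA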
Target sequence (Q9XUB2 whole entry, looked up): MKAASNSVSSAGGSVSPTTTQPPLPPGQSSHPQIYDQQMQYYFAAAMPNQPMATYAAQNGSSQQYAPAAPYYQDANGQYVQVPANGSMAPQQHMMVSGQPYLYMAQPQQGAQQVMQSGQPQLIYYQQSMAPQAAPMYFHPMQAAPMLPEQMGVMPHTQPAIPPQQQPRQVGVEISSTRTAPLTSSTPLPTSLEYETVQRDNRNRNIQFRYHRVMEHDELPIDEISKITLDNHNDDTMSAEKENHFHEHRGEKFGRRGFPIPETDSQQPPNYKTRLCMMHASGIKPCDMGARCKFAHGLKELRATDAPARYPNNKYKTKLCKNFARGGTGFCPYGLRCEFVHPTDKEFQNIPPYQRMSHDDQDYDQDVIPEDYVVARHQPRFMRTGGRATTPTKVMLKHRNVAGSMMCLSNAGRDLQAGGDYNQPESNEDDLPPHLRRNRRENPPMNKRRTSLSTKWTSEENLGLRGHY
MCL1-BIM inh: MCL1-BIM-BH3 interaction inhibition (human). AID 2057. GST-MCL1 / FITC-Bim-BH3 fluorescence polarization. inhibition, % at 10.9 µM. actives 0.68% (n = 320,000);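 active = inhibition above the mean inhibition of all tested compounds plus 3 SD, set per campaign, cut at about 40% in these data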;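 note: 0% = DMSO wells and 100% = unlabeled Bim-BH3 peptide control; higher means more loss of mP so more displacement of Bim peptide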
PME-1 inh: blocks human protein phosphatase methylesterase 1 | actives 0.53% (n = 320,000) | recombinant PME-1, FP-Rh probe fluorescence polarization | inhibition, % at 5.9 µM | Q9Y570;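 active = inhibition above the campaign mean of all compounds plus 3 SD, cut at about 26% in these data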;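 note: competitive labeling of PME-1 active site by serine hydrolase directed probe; 0% = PME-1 with DMSO and 100% = wells lacking PME-1 enzyme; inhibitors block probe labeling so polarization falls and inhibition rises; many of its hits are not listed in these tables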
Fam108B counter: counter-screen for RBBP9 inhibitors: inhibitors of mouse Fam108B; recombinant Fam108B, FP-Rh probe fluorescence polarization; inhibition, % at 9.51 µM; actives 0.33% (n = 300,000);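 active = inhibition above the screen mean inhibition plus 3 SD, computed separately per campaign, cut at about 18% in these data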;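 note: inhibitors lower polarization as less probe binds the enzyme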
Active calls of the source: *; nt = no result given. Some of the compounds tested (hit frequency here may not be typical).

Structure | BCLXL inh | GSTO1 inh | GLD-1 RNA inh | MEX-5 binding | TPT1 inhibitor | Fam108B counter | PAD4 inh | MCL1-BIM inh | PME-1 inh
Cc1c(NC(=S)NC(=O)c2ccccc2Cl)c(=O)n(-c2ccccc2)n1C | 5 | 7 | 9 | 2.0 | -1 | 0 | -5 | 12 | 3
Cc1ccc2sc(C)[n+](CCO)c2c1 | 3 | 0 | -6 | -2.2 | 3 | 0 | 9 | 13 | -6
Cc1c(C(=O)N2CCN(C)CC2)oc2ccc(Br)cc12 | -8 | 0 | 4 | 0.2 | 6 | 0 | 1 | -2 | 5
COCCn1c(SCC(=O)N2CCOCC2)nc2c(c1=O)SCC2 | 6 | 1 | 1 | 2.1 | 0 | -3 | 3 | 7 | 4
C/C(N)=C(/C#N)C(=O)COC(=O)c1cc(-c2ccc(Br)cc2)nc2ccccc12 | 0 | -7 | 4 | 2.0 | 1 | -34 | 2 | -4 | -18
CCCCc1ccc(NC(=S)NCCN2CCOCC2)cc1 | 7 | 1 | -3 | 0.5 | -3 | 2 | 2 | 16 | 3
O=C(NCCN1CCN(c2ccccc2F)CC1)C1CC(=O)N(C2CCCC2)C1 (stereo not drawn) | 6 | -7 | 1 | 0.6 | 0 | -1 | -1 | 1 | 1
O=C(NC(=S)Nc1ccc(S(=O)(=O)Nc2nccs2)cc1)c1ccc(F)cc1 | 4 | -2 | -4 | -3.6 | 0 | 1 | 6 | 11 | 4
CCOc1ccccc1NC(=O)c1cc(SC)ccc1Cl | 4 | 11 | 8 | 1.6 | -6 | -1 | 0 | 0 | 8
CNC(=O)c1ccc(Nc2nnc(-c3ccc(O)cc3)c3ccccc23)cc1 | 7 | -16 | -10 | 0.5 | 4 | -2 | -5 | 3 | -3
COCCN(Cc1cc2ccc(C)c(C)c2nc1Cl)C(=O)N1CCOCC1 | -2 | -4 | 9 | 0.7 | 0 | 1 | -3 | -6 | -18
CCC(C)(C)n1nnnc1C(c1ccc(OC)c(OC)c1)N1CCN(c2ccccc2)CC1 (stereo not drawn) | 3 | 7 | 3 | -2.2 | -1 | 4 | -2 | 6 | -3
O=c1[nH]c2ccccc2c(O)c1-[n+]1ccccc1 | -2 | -7 | 6 | nt | 3 | -1 | -1 | -6 | -2
CC1(c2ccccc2)CC(C)(C)N(C(=O)C2CCCO2)c2ccccc21 (stereo not drawn) | 5 | 4 | 2 | -0.6 | 3 | 0 | -3 | 5 | 2
CC1(C)CC(=O)C=C(c2ccc(I)cc2)C1 | 2 | nt | -1 | nt | nt | nt | -1 | 0 | 0
COCCCNS(=O)(=O)c1ccc(S(=O)(=O)N2CCCC2)cc1 | -6 | 3 | 3 | 4.0 | 3 | 4 | 3 | -19 | -3
CC(=O)NC1=C(N(C)C2CCS(=O)(=O)C2)C(=O)c2ccccc2C1=O (stereo not drawn) | 11 | 38* | 4 | -0.4 | -3 | 2 | -10 | 8 | 3
COc1ccc(C2=[N+]([O-])C(C)(C)N(O)C2(C)C)cc1 | 0 | 5 | 2 | 2.5 | -2 | 2 | 5 | 12 | 1
COc1ccc(N2CC(C(=O)N3CCN(C)CC3)CC2=O)cc1 (stereo not drawn) | 3 | 8 | 6 | 1.4 | -1 | 4 | 7 | 4 | -9
O=C(CO)N/N=C/c1cccc(Cl)c1Cl | -1 | 0 | -3 | -1.6 | -3 | 2 | 2 | 1 | -2
COc1ccc2oc(=O)cc(-c3cc4ccccc4o3)c2c1 | 4 | 13 | 1 | 1.8 | -5 | 0 | -4 | 6 | -8
C/C(CC(=O)Nc1ccc(Cl)c(Cl)c1)=N\NC(=O)C(=O)N1CCCCC1 | 1 | -8 | 0 | -0.1 | 2 | 0 | -3 | 5 | -8
O=C(NCCCCc1ccccc1)C1CC(c2ccc(C(F)(F)F)cc2)=NO1 (stereo not drawn) | 1 | 5 | 9 | -3.2 | -3 | -4 | 6 | -3 | 7
COc1cc2[nH]c3c(=O)n(CCN(C(C)C)C(C)C)cnc3c2cc1OC | -4 | -4 | 4 | 1.6 | 1 | 2 | -4 | -1 | -1
COc1cc(C(=O)NC(=S)N(C)Cc2ccccc2)cc(OC)c1OC | -9 | -5 | 2 | 3.3 | 4 | 2 | 0 | -11 | -5
O=C(NCc1ccc2c(c1)OCO2)c1ccncc1 | -2 | 4 | 4 | -1.5 | 0 | 5 | -4 | 2 | 1
O=C(Nc1nc(-c2ccccn2)cs1)c1ccco1 | 12 | 24 | 5 | 0.1 | 4 | 2 | -4 | 10 | -3
S=c1[nH]nc(-c2ccco2)n1-c1ccc(Br)cc1 | -21 | 2 | 4 | 0.3 | 2 | 0 | 3 | -23 | -2
CC(=O)c1cccc(NC(=O)C2CCN(S(=O)(=O)c3ccc(F)cc3)CC2)c1 | 2 | -4 | -5 | 1.9 | 0 | 1 | -3 | -3 | 7
C/C(N)=C(/C#N)C(=O)COC(=O)CCCNC(=O)c1ccc(Cl)cc1 | -7 | -3 | 5 | 0.8 | -3 | -2 | 0 | -16 | -1
CCc1ccc(NC(=O)C(CC)Sc2nc3ccsc3c(=O)n2CCC(=O)O)cc1 (stereo not drawn) | 1 | -2 | -1 | 1.9 | 4 | -1 | 3 | -4 | 2
COc1ccc(NC(=O)CN(C)C(=O)CSCc2c(C)noc2C)cc1 | -3 | 0 | 1 | 1.9 | 2 | -5 | -1 | -8 | -3
CC(C)(C)OC(=O)N1CCC(CC2CC(c3ccncc3)=NO2)(C(=O)O)CC1 (stereo not drawn) | 1 | -2 | -12 | 2.6 | 4 | 6 | -7 | -4 | 3
Oc1ccc(CNc2ccccc2F)c2cccnc12 | 7 | 5 | -7 | 2.2 | 0 | 5 | 0 | 7 | 1
O=C(c1ccco1)N1CCN(CCCCOc2ccc(F)cc2)CC1 | 2 | 2 | 5 | 0.0 | -2 | -2 | -2 | 4 | -7
Cc1ccc(C)c(C(=O)OCC(=O)Nc2ccc(N3CCOCC3)cc2)c1 | 5 | 9 | 2 | -1.2 | -1 | 2 | -4 | 7 | 1
COc1ccc(C(=O)Nc2ccc(O)c3ccccc23)cc1 | 14 | 49* | 7 | 0.4 | -1 | 3 | -8 | 10 | 3
Cc1ccc(-c2cc3nn(-c4ccccc4)c(N)c3c(=O)o2)cc1 | 5 | -5 | 5 | 0.6 | 1 | 0 | -1 | 2 | -3
CC(Sc1nc(N2CCOCC2)nc(N2CCOCC2)n1)C(=O)Nc1ccccc1 (stereo not drawn) | 0 | 4 | 5 | 0.0 | 0 | -2 | 3 | 3 | 2
O=C(O)C1C2C=CC(O2)C1C(=O)Nc1cccc(C(F)(F)F)c1 (stereo not drawn) | 3 | 3 | 2 | 4.2 | -1 | -3 | -1 | 6 | 1
O=C(Nc1ccc(N2CCCCC2)cc1)c1ccc(F)cc1 | 5 | -1 | 4 | -2.3 | -1 | 4 | -5 | 2 | 0
CCOc1ccc(C(=O)NCC(C)C)cc1 | 1 | 0 | 7 | -0.1 | -7 | -1 | -1 | 2 | -6
Cc1cccc(N2CCN(C(=S)NCCc3ccccc3)CC2)c1C | 4 | 0 | -1 | 0.2 | -1 | -6 | -2 | 4 | 0
COc1ccc(-c2cc(C(=O)Nc3cccnc3Cl)no2)cc1OC | 4 | 7 | 1 | -0.2 | -3 | -3 | 6 | 4 | -3
COc1ccc(C(=O)Nc2ccnn2C2CCN(C(C)CSC)CC2)cc1 (stereo not drawn) | 17 | 7 | 6 | -8.8 | -5 | 1 | -2 | 26 | -4
O=C1NCCCCC1NS(=O)(=O)c1cccc2ccccc12 (stereo not drawn) | 1 | -2 | 3 | -1.6 | 5 | -1 | -1 | -4 | 3
CCOC(=O)c1c(C)[nH]c(C(=O)COC(=O)C2(C)CC2(Cl)Cl)c1C (stereo not drawn) | 5 | 1 | 7 | -3.9 | -3 | -3 | 1 | 4 | 0
CN(CC(=O)N1CCc2ccccc2C1)c1ccccc1 | 3 | 11 | 5 | -0.7 | 2 | -3 | -3 | 2 | 4
N#C/C(=C/c1ccc(C(=O)O)cc1)C(=O)Nc1ccccc1 | 1 | 5 | 3 | 0.3 | -2 | 6 | 3 | -8 | 1
Cc1cccc(OCC(=O)N/N=C2/SCC(=O)N2Cc2ccco2)c1 | -7 | -3 | 0 | 2.7 | -4 | 4 | -5 | -3 | 5
CCCN(C(=O)Cc1nc(N)n[nH]1)C1(C(=O)Nc2c(C)cccc2C)CCCCC1 | 2 | 10 | 10 | -1.6 | -1 | -1 | 0 | 2 | -13
CCOC(=O)CCSc1nc2c(c(C(F)(F)F)c1C#N)CCC2 | 4 | 3 | 0 | -0.2 | 1 | 4 | -4 | 7 | 9
CN(Cc1ccon1)Cc1cn(Cc2ccccc2)nc1-c1ccc2c(c1)OCO2 | -3 | -2 | 2 | -0.6 | 1 | -5 | -8 | -2 | 2
O=C(CSc1nc2ccccc2s1)Nc1cc(S(=O)(=O)N2CCOCC2)ccc1Cl | 0 | -5 | -6 | 1.1 | 3 | -5 | -1 | -15 | 5
CC1(C)Cc2nc3sc4c(SCC(=O)NCc5ccco5)ncnc4c3cc2CO1 | -4 | -23 | 2 | 3.4 | -1 | -1 | 2 | -5 | -1
CCN(CC)C(=O)c1cc([N+](=O)[O-])cc2c1-c1ccc([N+](=O)[O-])cc1C2=C(C#N)C#N | 3 | 38* | 8 | -0.6 | 1 | 8 | -3 | 2 | 5
CCc1ccc(NC2Nc3cc(C)nn3S2)cc1 (stereo not drawn) | -29 | 1 | -2 | -0.8 | -3 | 7 | 3 | -8 | 5
CCNC(=S)N1CCN(C(=O)c2ccco2)CC1 | 1 | 1 | -1 | -0.6 | -1 | 4 | 2 | 2 | -1
NC(=O)c1c(N)sc2c1CCCC2 | 11 | 7 | -2 | -6.8 | -1 | 2 | -2 | 16 | -10
O=C1C2C3C=CC(CC3)C2C(=O)N1c1ccc2c(c1)OCO2 (stereo not drawn) | 7 | -1 | 6 | 0.6 | -1 | 1 | 1 | 3 | 1

The results go on:
Structure | BCLXL inh | GSTO1 inh | GLD-1 RNA inh | MEX-5 binding | TPT1 inhibitor | Fam108B counter | PAD4 inh | MCL1-BIM inh | PME-1 inh
Cc1ccc(OCc2cc(C(=O)N3CCN(c4ccccc4)CC3)no2)cc1C | 4 | 7 | 6 | 1.1 | -4 | -2 | 1 | 1 | 7
C=CCN(c1ccc(C(=O)Nc2cc(C)cc(C)c2)cc1)S(C)(=O)=O | 4 | 2 | 0 | -1.8 | -3 | 1 | 1 | 9 | -8
COc1ccc(NC(=O)C2C3CC/C=C\CCC32)cc1 (stereo not drawn) | 7 | 12 | 5 | -0.2 | -5 | 0 | 3 | 6 | 0
Cc1cc(C)c(C)c(S(=O)(=O)NCCN2CCOCC2)c1C | 3 | -2 | -1 | 1.0 | -2 | -4 | -2 | 2 | -2
Cc1cc(C)nc(SCC(=O)Nc2ncc(Cc3cccc(Cl)c3Cl)s2)n1 | 3 | -6 | -6 | 0.3 | -1 | 1 | 2 | 3 | -3
CCCCn1c(N)c(N(CC)C(=O)c2cccc(S(=O)(=O)N3CCN(C)CC3)c2)c(=O)[nH]c1=O | -3 | 8 | 8 | 3.5 | -2 | 1 | 1 | -9 | -6
